yeast mlh1 rad18 – NCI yeast anticancer drug screen, S. cerevisiae mlh1 rad18 strain; 79,000 tested, 11% active; growth inhibition, % at 50 µM;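 note: 0% = growth of vehicle-only cultures of the same strain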
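Cells of a genetically altered yeast strain, deficient in DNA damage repair, were treated with compound. Their growth was then compared with that of vehicle-treated cultures to give inhibition.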
bub3 – NCI yeast anticancer drug screen, S. cerevisiae bub3 mutant strain | % growth inhibition at 50 µM | 78,000 tested, 9.9% active | AID 167;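 note: 0% = growth of vehicle-only cultures of the same strain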
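Steps: expose the mutant yeast strain to compound; grow alongside vehicle-treated cultures; measure growth; express inhibition against the vehicle cultures.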
yeast sgs1 mgt1 – NCI yeast anticancer drug screen, S. cerevisiae sgs1 mgt1 strain | % growth inhibition at 50 µM | 78,000 tested, 10% active;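 note: 0% = growth of vehicle-only cultures of the same strain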
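Test agents were incubated with a DNA-repair-mutant yeast strain. Growth was then read and compared against vehicle-treated controls.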
cln2 rad14 – NCI yeast anticancer drug screen, S. cerevisiae cln2 rad14 strain; 78,000 tested, 8.3% active; growth inhibition, % at 50 µM;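 note: 0% = growth of vehicle-only cultures of the same strain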
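Test compounds were added to cln2 rad14 yeast cultures; inhibition of growth was then determined by comparison with vehicle treatment.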
mec2-1 – NCI yeast anticancer drug screen, S. cerevisiae mec2-1 strain; % growth inhibition at 50 µM; 79,000 tested, 9% active; AID 157;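 note: 0% = growth of vehicle-only cultures of the same strain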
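Mutant yeast (mec2-1) grown with compound; growth inhibition relative to vehicle control reported.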
yeast rad50 – NCI yeast anticancer drug screen, S. cerevisiae rad50 strain; growth inhibition, % at 50 µM; 79,000 tested, 10% active;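 note: 0% = growth of vehicle-only cultures of the same strain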
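Readout: growth inhibition relative to vehicle-treated cultures. Compound exposure was carried out in a genetically defined yeast strain deficient in DNA damage repair.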
* marks the source's active call; other numbers are inactive results; & = joins results of further samples. Cut-off read from the data, not from the text of the source: active = growth inhibition above about 70%; inactive = the rest. Rows were taken by chance; about 14% have a hit in one of these screens.

SMILES | yeast mlh1 rad18 | bub3 | yeast sgs1 mgt1 | cln2 rad14 | mec2-1 | yeast rad50
O=C(O)C1CC[N-]CC1.O=C(O)C1CC[N-]CC1.[Cl][Pt+2]([Cl])([Cl])[Cl] | 89* | 90* | 94* | 82* | 85* | 98*
Cc1cc(C)nc(NS(=O)(=O)c2ccc(Nc3c4ccccc4nc4c(C(=O)NCCCN(CCO)CCO)cccc34)cc2)n1 | 60 | 78* | -5 | 74* | 26 | 45
CCOC(=O)C(NC(=O)C(CCCCNP(=O)(OCC)OCC)NC(=O)C(C)NC(C)=O)C(C)C (stereo not given) | 4 | -1 | -8 | -26 | -10 | -11
CC1=NN(c2ccc(S(=O)(=O)O)cc2)C(=O)/C1=C/c1ccc(Cl)cc1 | -2&-13 | -29 | -34 | -14 | -17&-15 | -9&-10
CC(N)(CCBr)C(=O)O (stereo not given) | -17 | -6 | 0 | -5 | 5 | 4
CC1CCCCN1Cc1ccccc1COC(=O)c1ccc([N+](=O)[O-])cc1Cl (stereo not given) | -4 | 21 | 50 | 9 | 30 | 41
CCCCCC(=O)OC | 11 | -11 | -28 | -17 | -8 | 5
Brc1cccc(C2SCc3nc4ccccc4n32)c1 (stereo not given) | 21 | 19 | 37 | 20 | 17 | 33
O=C1OC(c2ccc(O)cc2)(c2ccc(O)cc2)c2cc3c(cc21)C(c1ccc(O)cc1)(c1ccc(O)cc1)OC3=O | 43 | 14 | 26 | 28 | 6 | 12
O=C1CCCC1CC(CN1CCOCC1)Sc1nnnn1-c1ccccc1 (stereo not given) | -46 | 25 | 17 | -17 | -4 | 7
NCCCCCOCCCCCN | -2 | 4 | -7 | -8 | 0 | 3
Nc1cc2ccc(O)cc2c2ccccc12 | 95* | 93* | 91* | 68 | 86* | 95*
O=c1[nH]cc(CS)c(=O)[nH]1 | 14 | 51 | -8 | 34 | 1 | 28
N=C1C(=N)c2ccccc2-c2ccccc21 | 89* | 90* | 92* | 92* | 91* | 89*
C=COC(=O)CCOCC(CC)CCCC (stereo not given) | -7 | -5 | 9 | -6 | -15 | -6
O=C(O)c1ccc(-c2c3ccc(=O)cc-3oc3cc(O)ccc23)cc1 | 20 | 24 | 6 | 22 | -30 | 18
CCCCC1CN=C(OCC)N1 (stereo not given) | 7 | 0 | 0 | -9 | -1 | -2
Cc1c(C(=O)/C=C/c2ccccc2[N+](=O)[O-])[n+](=O)c2ccccc2n1[O-] | 98* | 94* | 98* | 95* | 90* | 97*
O=C(/C=N\O)Nc1ccccc1O | -2 | -5 | -24 | -12 | 4 | 3
CC1CCNC(=O)O1 (stereo not given) | -2 | 5 | -5 | -21 | -7 | -17
Cc1cc(Br)ccc1N=Cc1ccc(C=Nc2ccc(Br)cc2C)cc1 | 0 | -4 | -12 | -2 | -18 | -7
COC(=O)C(CCCCNC(=O)OCc1ccccc1)NC(=O)c1ccc(N(C)C=O)cc1 (stereo not given) | 15 | 3 | -2 | 27 | 20 | 15
N#CCCN(c1ccc(C=O)cc1)S(=O)(=O)c1ccccc1 | -16 | -13 | -2 | 6 | -13 | 0
CC1C(O)Oc2cc3c(cc2C1c1ccccc1O)OCO3 (stereo not given) | 54 | 39 | 56 | 70 | 32 | 62
COc1ccc(CC2(C(=O)O)NCCc3cc(O)c(OC)cc32)cc1O (stereo not given) | -6 | 0 | -14 | 4 | -3 | 17
CCOC(=O)C(C)(C)Oc1ccc2c(=O)cc(-c3ccc(Cl)cc3)oc2c1 | -29 | -39 | -30 | -14 | -20 | -20
NC(=O)C1(Br)C=[N+](Cc2ccccc2)CCC1 (stereo not given) | 24 | -3 | 12 | 14 | 12 | 29
C=C1C(=O)O[C@H]2C[C@@H]1C(=O)CC(C)CCCC(C)=CCC[C@@]2(C)O (stereo not given in full) | -49 | 0 | 15 | 11 | 8 | 24
CCCC1SCC(=O)N1c1nncs1 (stereo not given) | -31 | -8 | -23 | -29 | 4 | 6
COc1cccc(N2C(=O)CC(=P(c3ccccc3)(c3ccccc3)c3ccccc3)C2=O)c1 | 13 | -8 | 24 | -22 | 21 | 40
CCCCCCC(=O)CC(SCC(NC(C)=O)C(=O)O)c1ccccc1Cl (stereo not given) | -2 | 11 | 0 | -11 | -16 | 7
CC(=O)N1C(=O)c2cc3ccccc3cc21 | -30 | 0 | -24 | 18 | -9 | -15
N#Cc1ccc(OC(=O)Nc2ccc(F)cc2)cc1 | 9 | 11 | 12 | 19 | -14 | -4
N#CC(CCc1ccccc1)c1ccc2ccccc2c1 (stereo not given) | -29 | 7 | 4 | -51 | -8 | -32
CCN(CC)CCCC(C)NCc1ccnc2cc(Cl)ccc12 (stereo not given) | 25 | 2 | 6 | -21 | -8 | -3
COC(=O)c1c(O)c(C#N)c2[nH]c3ccccc3n2c1=O | -18 | -4 | -11 | 8 | -17 | -23
CCCCCCCCCCCCN1C(=O)[N+](C)(C)N=C1[O-] | 99* | 99* | 99* | 98* | 99* | 99*
Cn1cc(C2NC(=O)c3ccccc3N2)c2ccccc21 (stereo not given) | -12 | -15 | -7 | 12 | -16 | -25
Cc1cc(I)ccc1NC(=S)Nc1ccccc1F | 91* | 95* | 86* | 70* | 90* | 91*
O=C1c2ccccc2C(=O)c2c1c(O)c1ccccc1c2O | 18 | 17 | 36 | 15 | 35 | 32
COc1ccc2c(c1)Cc1ccccc1C2=O | 9 | 41 | 7 | 0 | 4 | 16
CC(NC=O)C(=O)O (stereo not given) | 22 | -3 | -1 | -29 | -2 | -8
c1csc(C2N3CCN(CC3)C(c3cccs3)N3CCN2CC3)c1 (stereo not given) | 3 | -5 | 24 | 10 | -17 | -2
N=C1c2ccccc2-c2ccccc21 | 27 | 23 | 40 | 12 | 37 | 66
CCOC(=O)c1nc(-c2ccccc2)c(-c2ccccc2)c(-c2ccccc2)c1C | -5 | -1 | 10 | -37 | -3 | -25
CS(=O)(=O)CC1=NC(=N)N=C1CS(C)(=O)=O | 2 | -30 | -9 | -5 | -15 | 6
NC(=S)N/N=C/c1ccc([N+](=O)[O-])o1 | 75* | 24 | 65 | 14 | 44 | 66
S=C(Nc1cc(Cl)cc(Cl)c1)SCc1ccccc1 | 99* | 99* | 99* | 99* | 99* | 99*
C=CCC(=O)OCc1cc2c(cc1Br)OCO2 | 6 | 54 | -8 | -11 | -17 | -27
C=C1C(=O)O[C@H]2[C@H]1CC(=O)/C(C)=C\CC[C@@]1(C)O[C@@H]21 | 43 | 65 | 63 | 36 | 59 | 29
CN(C)CC1CCCCCCC1=O (stereo not given) | 13 | -9 | -9 | -8 | 13 | -6
Nc1ccccc1SC1CCCCC1O (stereo not given) | -7 | 4 | -5 | -8 | 2 | -5
c1ccc2c(c1)C(=NCCCN1CCCCCC1)c1cccn1-2 | 90* | 95* | 84* | 61 | 68 | 78*
C[C@]1(CI)OC(=O)N2CCC[C@H]21 | -38 | -24 | -14 | -2 | -29 | -24
CC(/C=C/c1ccc(Cl)c(Cl)c1)=N\NC(N)=O | -6 | -18 | -1 | 5 | -10 | 18
COc1cc2c(cc1O)CCN[C@@]21CS[C@H]2c3c(OC(C)=O)c(C)c4c(c3C(COC1=O)N1C2C2NC(Cc3cc(C)c(OC)c(O)c32)[C@@H]1O)OCO4 (stereo not given in full) | 91* | 92* | 94* | 92* | 94* | 92*
O=[N+]([O-])c1ccc(N/N=C2/CC3CCC2C3)c([N+](=O)[O-])c1 (stereo not given) | 1 | 6 | 1 | -7 | -21 | -4
COc1ccc(C(=O)C(Br)CS(=O)(=O)c2ccc(C)cc2)cc1 (stereo not given) | 99* | 99* | 99* | 98* | 99* | 99*
CC1=C(C)SC(=C2Sc3c(n(C)c(=O)[nH]c3=O)S2)S1 | -14 | -3 | -20 | 2 | -47 | -37
O=[N+]([O-])c1ccc(S(=O)(=O)/N=C/c2ccccc2)cc1 | 12 | 14 | 9 | 15 | 9 | 2
New compounds follow.
SMILES | yeast mlh1 rad18 | bub3 | yeast sgs1 mgt1 | cln2 rad14 | mec2-1 | yeast rad50
CC(C)(C(O)c1ccccc1)[N+](=O)[O-] (stereo not given) | 3 | 0 | -8 | -17 | -5 | -1
CC(NC(=O)C(=O)c1ccccc1)c1ccccc1 (stereo not given) | -12 | 27 | -14 | 20 | -3 | 10
O=c1c2ccccc2n2c(-c3ccc(O)cc3)nnc2n1-c1ccccc1 | -15 | 2 | 4 | 8 | -17 | -30
CCCCCCCCCCCCCCCCCCOC(=O)c1ccccc1O | -12 | 2 | 1 | -24 | -4 | -12
CCCCC(CN(C)C)C(=O)/C=C/c1ccccc1 (stereo not given) | 28 | 17 | 33 | -1 | 3 | 23
COC(=O)CCC12CCC(O1)c1ccccc12 (stereo not given) | -4 | 47 | -15 | 11 | 35 | 2
C1=NN(c2ccccc2)C2c3ccccc3CCCC12 (stereo not given) | 99* | 99* | 99* | 99* | 99* | 99*
COc1ccc(C2=C(c3ccccc3)C(C)(C)Oc3ccc4ccccc4c32)cc1 | -7 | -3 | -6 | 14 | 0 | -45
CC(CN1CCOCC1)(CN1CCOCC1)[N+](=O)[O-] | 100* | 100* | 100* | 99* | 100* | 100*
CCn1c(C)[n+](CC)c2ccc(C(C)=O)cc21 | -9 | 3 | -4 | 9 | -20 | 0
N#CC(NNC(=O)Cc1ccccc1)c1c(O)ccc2ccccc12 (stereo not given) | -7 | -3 | 4 | -18 | -5 | 7
Cc1ccc(S(=O)(=O)Oc2c(Br)cc(-c3ccccc3)cc2Br)cc1 | 19 | -12 | 14 | 7 | 3 | 28
CCOC(=O)c1[nH]n(-c2ccccc2)c(=O)c1/C=N/C(=S)Nc1c(CC)cccc1CC | -15 | -8 | -18 | -13 | -29 | -18
Cc1ccc2sc3cc(=O)cc(C)c-3nc2c1 | 25 | 38 | -15 | 8 | 1 | 15
CCCCCCCCCCCCCC=O | 10 | -15 | -6 | -6 | -32 | 3
Cc1cc(O[Si](C)(C)C)nc(O[Si](C)(C)C)n1 | 12 | -40 | 0 | -49 | -4 | 2
O=C1Nc2c(ccc(Cl)c2I)C1=O | 92* | 92* | 92* | 91* | 94* | 92*
CC(=O)OCC1=C(CCC#N)N2C(=O)C(NC(=O)Cc3cccs3)C2S(=O)C1 (stereo not given) | -22 | -13 | -6 | -32 | -25 | -33
O=C(NC[N+]12CCO[B-]1(c1ccc(Br)cc1)OCC2)c1ccccc1O (stereo not given) | 88* | 61 | 60 | 21 | 56 | 65
Clc1ccccc1C(N1CCCCC1)C(Cl)(Cl)Cl (stereo not given) | 21 | 4 | 13 | 18 | 15 | 27
Nc1nccc(NCCCCCCNc2ccnc(N)n2)n1 | 57 | 48 | 80* | 52 | 42 | 43
O=C(NNC(=O)C12CC3CC(CC(C3)C1)C2)C12CC3CC(CC(C3)C1)C2 | -16 | -23 | -12 | -36 | -18 | -18

Structures shown so far that contain a Cl atom, in the order listed:
SMILES | yeast mlh1 rad18 | bub3 | yeast sgs1 mgt1 | cln2 rad14 | mec2-1 | yeast rad50
O=C(O)C1CC[N-]CC1.O=C(O)C1CC[N-]CC1.[Cl][Pt+2]([Cl])([Cl])[Cl] | 89* | 90* | 94* | 82* | 85* | 98*
CC1=NN(c2ccc(S(=O)(=O)O)cc2)C(=O)/C1=C/c1ccc(Cl)cc1 | -2&-13 | -29 | -34 | -14 | -17&-15 | -9&-10
CC1CCCCN1Cc1ccccc1COC(=O)c1ccc([N+](=O)[O-])cc1Cl (stereo not given) | -4 | 21 | 50 | 9 | 30 | 41
CCOC(=O)C(C)(C)Oc1ccc2c(=O)cc(-c3ccc(Cl)cc3)oc2c1 | -29 | -39 | -30 | -14 | -20 | -20
CCCCCCC(=O)CC(SCC(NC(C)=O)C(=O)O)c1ccccc1Cl (stereo not given) | -2 | 11 | 0 | -11 | -16 | 7
CCN(CC)CCCC(C)NCc1ccnc2cc(Cl)ccc12 (stereo not given) | 25 | 2 | 6 | -21 | -8 | -3
S=C(Nc1cc(Cl)cc(Cl)c1)SCc1ccccc1 | 99* | 99* | 99* | 99* | 99* | 99*
CC(/C=C/c1ccc(Cl)c(Cl)c1)=N\NC(N)=O | -6 | -18 | -1 | 5 | -10 | 18
O=C1Nc2c(ccc(Cl)c2I)C1=O | 92* | 92* | 92* | 91* | 94* | 92*
Clc1ccccc1C(N1CCCCC1)C(Cl)(Cl)Cl (stereo not given) | 21 | 4 | 13 | 18 | 15 | 27
